# Compound activity as filed in PubChem.
# PostGolgi yeast = phenotypic screen on post-Golgi transport, primary screen. 98,000 tested, 0.9% active. AID 739, 2007. post-Golgi transport phenotypic cell assay. inhibition, % at 10 µM;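 note: yeast cells grown in 1536-well plates; yeast grown about 18 h at 30C before absorbance read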
# S1P2 agonist = S1P2 receptor agonists, primary screen, cell-based; Sphingosine 1-phosphate receptor 2 (Homo sapiens), O95136; S1P2-expressing cell line, agonist reporter read-out; activation, % at 4.5 µM; 97,000 tested, 0.46% active; AID 729, 2007; in the data active = activation above about 16%;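 note: 0% = vehicle low control and 100% = maximal reference agonist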
# Target sequence (O95136 whole entry, looked up): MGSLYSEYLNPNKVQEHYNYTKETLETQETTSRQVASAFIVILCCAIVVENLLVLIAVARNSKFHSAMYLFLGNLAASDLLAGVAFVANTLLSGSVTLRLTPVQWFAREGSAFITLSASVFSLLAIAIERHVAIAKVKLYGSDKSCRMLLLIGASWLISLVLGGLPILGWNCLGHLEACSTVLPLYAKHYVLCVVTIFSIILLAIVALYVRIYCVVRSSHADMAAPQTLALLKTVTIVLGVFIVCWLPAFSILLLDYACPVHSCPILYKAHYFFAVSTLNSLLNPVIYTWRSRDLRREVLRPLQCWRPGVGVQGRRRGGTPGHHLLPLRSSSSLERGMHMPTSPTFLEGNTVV
# sEH activator = soluble epoxide hydrolase activators, primary screen, biochemical, human sEH | 91,000 tested, 0.04% active | activation, % at 2 µM | AID 717, 2007 | purified human sEH enzymatic activity, activator screen; in the data active = activation above about 37%; note: values of inactives mirror those of a sister screen read the other way
# Ecoli WT expand = growth inhibitors of wild-type E. coli, primary screen, strain BW25113, expanded library, OD600 | OD600 absorbance | growth inhibition, % at 100 µM | 98,000 tested, 0.15% active | AID 710, 2007;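 active = growth inhibition above about 50% at one test dose, limit read from the data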;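 note: growth measured after 20 h incubation at 37 °C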
# S1P2 blocker = human S1P2 receptor antagonists, primary screen, cell-based; cell-based S1P2 antagonist assay, inhibition at 5 uM; inhibition, % at 5 µM; 97,000 tested, 0.21% active; in the data active = inhibition above about 45%;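 note: CRE beta-lactamase reporter cells expressing human S1P2 stimulated with S1P; 0% = agonist at EC80 alone and 100% = agonist plus reference antagonist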
# PLAP activator = PLAP enzyme activators, biochemical, luminescence, HTS | Alkaline phosphatase, placental type (Homo sapiens), P05187 | 96,000 tested, 1.2% active | AID 696, 2007 | activation fold at 20 µM | purified PLAP enzyme, luminescent substrate read-out; active compounds read high; in the data active = activation fold above about 2
# Target sequence (P05187 whole entry, looked up): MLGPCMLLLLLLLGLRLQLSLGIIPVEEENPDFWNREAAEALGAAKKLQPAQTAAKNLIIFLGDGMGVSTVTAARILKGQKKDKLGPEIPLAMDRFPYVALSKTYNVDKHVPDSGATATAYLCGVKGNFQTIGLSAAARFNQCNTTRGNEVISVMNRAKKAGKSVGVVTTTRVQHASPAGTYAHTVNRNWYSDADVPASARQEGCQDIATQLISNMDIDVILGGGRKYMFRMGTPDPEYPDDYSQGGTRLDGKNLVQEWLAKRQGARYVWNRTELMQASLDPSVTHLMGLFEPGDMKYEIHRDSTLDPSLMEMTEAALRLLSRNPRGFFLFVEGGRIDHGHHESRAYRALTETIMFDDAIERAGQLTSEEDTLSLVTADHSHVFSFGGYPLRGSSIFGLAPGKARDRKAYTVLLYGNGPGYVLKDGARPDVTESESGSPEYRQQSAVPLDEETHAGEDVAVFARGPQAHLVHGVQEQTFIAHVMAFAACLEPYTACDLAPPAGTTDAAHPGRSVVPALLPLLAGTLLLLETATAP
# sEH inhibitor = soluble epoxide hydrolase inhibitors, primary screen, biochemical, human sEH; Bifunctional epoxide hydrolase 2 (Homo sapiens), P34913; recombinant human sEH enzymatic activity assay; inhibition, % at 2 µM; 91,000 tested, 0.34% active; in the data active = inhibition above about 80%; note: values of inactives mirror those of a sister screen read the other way; many of its hits are not listed in these tables
# PostGolgi ctrl = growth inhibition of yeast control strain, primary screen, counter-screen for post-Golgi transport modulator project; inhibition, % at 10 µM; efflux-deficient yeast background strain, growth absorbance A615, 16 h; 98,000 tested, 5% active
# Mac1 fbg inh = inhibitors of CD11b/CD18 adhesion to fibrinogen, primary screen, K562 cells, luminescence; Integrin beta-2 (Homo sapiens) + Integrin alpha-M (Homo sapiens), P05107+P11215; ATPlite luminescence; Mn2+ added to activate the integrin; inhibition, % at 10 µM; 93,000 tested, 0.54% active; AID 1497, 2009;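 active = primary inhibition of 50% or more at 10 µM, then 40% or more on retest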; note: some results filed as inactive read as strong as hits
# The depositor's hits bear a star; x = no result given. Cut-off read from the data, not from the text of the source, unless noted: active = inhibition above about 30%; inactive = the rest. An unsorted share of the library. About 7.1% of those tested had a hit in this group.
SMILES,PostGolgi yeast,S1P2 agonist,sEH activator,Ecoli WT expand,S1P2 blocker,PLAP activator,sEH inhibitor,PostGolgi ctrl,Mac1 fbg inh
O=C(Nc1ccc(F)cc1)NC1(C(=O)NCc2cccs2)CCCCC1,-3,-6,-8,-3,-21,1.1,11,-8,-7
COc1cc(C(=O)COC(=O)Cc2cnc3sccn23)cc(OC)c1OC,-6,x,x,-2,x,0.9,x,23,5
CCCSc1nnc(Cc2cc(=O)[nH]c(=O)[nH]2)n1-c1cc(C)ccc1C,1,-3,-2,-4,-8,1.2,1,15,14
CCOc1ccc(N=c2scc(-c3ccc(OC)cc3)n2CCO)cc1,x,-7,-3,x,17,x,2,x,x
CCOC(=O)C1=C(C)NC(=S)N(C(C)=O)C1c1ccccc1 (stereo not drawn),x,-2,0,x,1,x,-2,x,x
C=CCn1c(CC(=O)OC)csc1=Nc1ccc(C(C)=O)cc1,22,4,-10,2,0,1.4,10,10,-12
CCCC1S/C(=N/N=C/c2ccc(C)cc2)N(Cc2ccc(OC)cc2)C1=O (stereo not drawn),9,-10,-11,-17,2,0.9,14,2,3
CCCSc1n[nH]c(NC(C)=O)n1,-7,-2,x,8,3,1,x,-6,-3
CCCCSc1nnc(NC(=O)CCc2ccccc2)s1,-2,-2,-7,-2,-41,1,8,19,-1
COc1ccc(-n2nnnc2SCC(=O)N2CCOCC2)cc1,-2,-5,4,1,1,0.9,-6,0,4
CCOc1ccccc1N1CCN(S(=O)(=O)c2ccc(F)c(F)c2)CC1,14,-5,-13,-9,15,1,13,20,7
Cn1c(NCCO)nc2c(c1=O)C1(CCCCC1)Cc1ccccc1-2,1,-4,7,-10,-1,1.3,-8,50*,-11

# The final 4 records of the section before lead into the next.
SMILES,PostGolgi yeast,S1P2 agonist,sEH activator,Ecoli WT expand,S1P2 blocker,PLAP activator,sEH inhibitor,PostGolgi ctrl,Mac1 fbg inh
CCCCSc1nnc(NC(=O)CCc2ccccc2)s1,-2,-2,-7,-2,-41,1,8,19,-1
COc1ccc(-n2nnnc2SCC(=O)N2CCOCC2)cc1,-2,-5,4,1,1,0.9,-6,0,4
CCOc1ccccc1N1CCN(S(=O)(=O)c2ccc(F)c(F)c2)CC1,14,-5,-13,-9,15,1,13,20,7
Cn1c(NCCO)nc2c(c1=O)C1(CCCCC1)Cc1ccccc1-2,1,-4,7,-10,-1,1.3,-8,50*,-11
O=C(Nc1ccc(Cl)cc1)C1CCC(=O)N1Cc1ccccc1Cl (stereo not drawn),5,-2,12,-8,12,1,-13,-8,20
O=C(Nc1ccc(-c2nc3ccccc3o2)cc1)c1cccnc1,-8,-3,-2,-5,39,1.3,4,17,x
Cc1ccc(S(=O)(=O)N2Cc3ccccc3CC2C(=O)Nn2cnnc2)cc1 (stereo not drawn),3,-5,8,-6,5,1,-8,3,-17
COc1ccccc1NC(=O)Cc1cccs1,0,-7,5,11,11,0.8,-5,2,3
O=P1(O)C=C(c2ccccc2)OC(c2ccccc2)=C1,-7,x,x,7,x,1,x,7,-26
COC(=O)C(CCSC)NC(=O)Cn1ncc2c(=O)oc3ccc(C)cc3c21 (stereo not drawn),-12,x,x,3,x,1,x,14,6
CC1CCN(C(=O)CSc2nc(N)c3c4c(sc3n2)CN(C)CC4)CC1,1,x,x,11,x,1,x,-4,6
CCOc1ccccc1N(C(=O)c1snc(C(N)=O)c1N)C(C(=O)NCCC(C)C)c1ccco1 (stereo not drawn),1,-2,6,-5,-8,1.5,-8,6,-2
Cc1ccc(C(=O)CSc2nc3ccccc3c(=O)n2N)o1,11,x,x,-9,x,1.5,x,16,-5
CCCSCCCNC(=O)c1cc2c(s1)CS(=O)(=O)C2,1,-4,-58,1,-12,1.5,58,1,5
COc1ccc2[nH]cc(S(=O)(=O)c3ccc(F)cc3)c(=O)c2c1,12,-5,7,-3,-19,0.9,-8,-1,7
CC(=O)Nc1nc2cc3c(cc2s1)OCO3,5,-2,x,-3,-19,0.9,x,11,-2
COc1cc2[nH]c(=O)n(CCC(=O)NC3CCCC3)c(=O)c2cc1OC,-2,x,x,-2,x,1,x,14,-12
Cc1c(C(=O)NCCN2CCOCC2)sc2nc(-c3ccc(F)cc3)cn12,x,-7,0,x,6,x,4,x,x
CCn1c(SCC(=O)N2CCCc3ccccc32)nnc1-c1ccco1,49*,x,x,-2,x,1.4,x,1,-3
COC(=O)c1ccc2c(c1)C(C)(C)C(/C=C/c1ccc(O)cc1)=[N+]2C,16,6,1,27,37,0.2,-4,21,20
Cc1ccc(S(=O)(=O)/N=C(/Nc2nc(C)cc(C)n2)N2CCOCC2)cc1,x,0,10,x,-17,1.2,-9,x,-10
O=C(O)C1CSCN1S(=O)(=O)c1cccc2nsnc12 (stereo not drawn),-9,x,x,3,x,0.9,x,5,1
COc1ccc(Cl)cc1NC(=O)CC(C)c1ccccc1 (stereo not drawn),5,-4,-8,-1,-13,0.7,8,16,7
O=C1CC(Cc2ccc(Cl)cc2)C(=O)N1c1ccccn1 (stereo not drawn),7,-3,0,-4,11,0.9,2,3,-2
CCOC(=O)Cc1csc(NC(=O)CSc2nnc(-c3ccc(NS(=O)(=O)CC)cc3)o2)n1,x,-7,5,x,-8,x,-5,x,x
COc1ccc(C(=O)N2c3ccc(F)cc3CCC2C)cc1OC (stereo not drawn),7,-4,-27,-15,-18,1.4,27,38*,-8
CCn1c2ccccc2c2cc(NC(=O)CSc3nnc(-c4cccc(C)c4)o3)ccc21,-2,0,10,-16,-17,1.6,-9,9,-3
Cc1cc(C)nc(N2CCCC(C(=O)Nc3nnc(C)s3)C2)n1 (stereo not drawn),5,-8,x,-3,3,1.1,x,-2,2
c1ccc(OCCOCCSc2ncccn2)cc1,4,-1,-1,3,5,0.9,2,10,-5
O=C(c1ccc(F)cc1)N1CCN(c2ncccn2)CC1,-2,0,-2,10,-1,0.8,0,0,-10
COc1cc(NC(=O)c2ccc3c(c2)OCO3)c2ncccc2c1,-4,-6,-6,-13,-4,x,8,4,x
O=C(Nc1cc(Cl)ccc1O)C1CCCO1 (stereo not drawn),-2,-4,1,8,-25,0.9,0,38*,-10
CC(=O)Nc1ccc(NC(=O)C2CCN(c3c(Cc4ccccc4)c(C)nc4ncnn34)CC2)cc1,x,0,4,x,4,x,1,x,x
Cc1cccc(NC(=O)CCn2nc(C)cc2C)c1,1,x,x,0,x,1.1,x,0,-2
COc1ccccc1N1CCN(C(=O)/C=C/c2ccccc2)CC1,x,-6,5,x,-10,x,1,x,x
Cc1ccc(CSc2nc3ccccc3c(=O)n2CCCC(=O)NCc2ccco2)cc1,-7,-8,-11,-3,9,1.1,10,19,-1
O=C(c1ccccc1[N+](=O)[O-])N1CCC(Cc2ccccc2)CC1,-1,-6,14,6,7,1.2,-16,4,x
COCCCNC(=O)c1c(F)c(F)c(F)c(F)c1F,-2,x,x,1,x,0.9,x,2,5
CCOC(=O)c1ccc(NC(=O)CC2OCCN(CC)C2=O)cc1 (stereo not drawn),-4,-5,-3,-2,4,1.3,8,35*,-11
COc1cccc(C(=O)CN2CCC(NC(=O)NC3CCCCC3)CC2)c1,20,-5,-71,1,16,1.1,71,-4,-11
COc1cc(NC(=O)C2CCCO2)c(C(=O)O)cc1OC (stereo not drawn),3,5,-4,1,-7,1.1,4,3,11
CCOC(=O)CSc1nc2cc3c(cc2cc1CC)OCCO3,x,-7,4,x,-11,x,2,x,x
Cc1cc(C(=O)NCc2ccco2)on1,-3,-3,x,-3,-33,1.2,x,0,-22
CCCCNC(=O)c1ccc2c(c1)N(CC)C(=O)CS2,0,-4,x,2,-4,0.9,x,0,13
CCNC(=O)CN(c1ccc(CC)cc1)S(C)(=O)=O,-6,-8,9,32,9,0.9,-7,5,2
CCOc1cc(C(=O)Nc2ccc3c(c2)OCO3)ccc1OCCOc1ccccc1Cl,-3,-4,-8,-12,0,0.9,10,-3,-12
CC(C)Cn1c(C(C)C)nc([N+](=O)[O-])c1Sc1ccc(Cl)cn1,x,-2,-4,x,-11,x,4,x,x
CCCn1c(SCC(=O)N2CCc3ccccc32)nnc1-c1ccco1,-2,-4,4,-21,28,1.4,-6,5,5
Cc1ccc(C(O)c2cccnc2)o1 (stereo not drawn),-5,-3,-9,1,-9,1.2,7,0,-13
c1ccc(SCc2nc(-c3ccncc3)no2)cc1,-2,-2,-13,-5,-4,1.2,15,19,7
CCOC(=O)c1c(CN2CCCCC2)oc2ccc(O)cc12,-3,-7,1,9,-3,0.8,-1,0,-14
CC(=O)Nc1c(C(=O)c2ccc(F)cc2)oc2ccccc12,-2,-5,x,-12,-2,1.1,x,15,-8
Cc1noc(C)c1CSCC(=O)NC1=NCCS1,x,-6,-7,x,4,0.9,6,x,6
O=C(Nc1ccc(S(=O)(=O)Nc2nccs2)cc1)C1CCCCC1,-2,x,x,1,x,1.1,x,5,3
COc1cc(C2C(=O)N(C3CCCC3)CC(=O)N2Cc2ccco2)ccc1OC(C)C (stereo not drawn),-3,-3,6,0,10,1.3,-6,3,x
Cn1c(=O)cc(SCC(=O)N2CCCC2)c2ccc(Cl)cc21,-2,-4,-12,-2,-19,1.1,14,0,5
COc1cc(S(=O)(=O)NCC2CCCO2)c(OC)cc1Cl (stereo not drawn),1,-1,-4,-5,-12,1.1,7,1,-12
O=C(Nc1ccccc1-c1nnn(CC(=O)N2CCCc3ccccc32)n1)c1ccc(Cl)cc1,x,-3,0,x,-16,x,1,x,x
C=CCN1C(=O)C(CC(=O)O)SC1=Nc1c(C)n(C)n(-c2ccccc2)c1=O (stereo not drawn),-2,0,-2,-5,0,1.3,2,4,3
CCCc1cc(C(=O)Nc2cccnc2Cl)no1,0,-3,11,7,-14,1.2,-12,30*,0
CCc1c(C)sc(NC(=O)c2cc(-c3ccc(OC)c(OC)c3)on2)c1C#N,1,-7,20,-15,12,1.1,-16,8,20
Cc1ccc(-c2noc(-c3cc4ccccc4oc3=O)n2)cc1,-1,-6,-7,-8,18,1,9,30,x
c1cnc2c(OCc3nc4ccccc4[nH]3)cccc2c1,1,-4,4,2,5,2.1*,0,-7,11
Cn1c(=O)n(C)c2cc([N+](=O)[O-])c(N3CCN(S(=O)(=O)c4ccc(C(C)(C)C)cc4)CC3)cc21,10,-3,0,-1,12,1.2,-2,24,41

# Continued.
SMILES,PostGolgi yeast,S1P2 agonist,sEH activator,Ecoli WT expand,S1P2 blocker,PLAP activator,sEH inhibitor,PostGolgi ctrl,Mac1 fbg inh
CCOC(=O)/C(=N\Nc1ccc(Cl)cc1)c1csc(Nc2ccccc2)n1,4,0,15,1,-20,1.1,-14,-2,25
Cc1cc(=O)oc(C)c1C(=O)NCCCN1CCN(c2ccccc2F)CC1,6,-7,1,10,14,1.6,0,-8,-24
CCN(CC)C(=O)c1sc2nc(-c3cccs3)cc(-c3ccc(Cl)cc3)c2c1N,-1,2,x,-15,-13,1.4,x,14,x
Cc1ccc(NC(=O)CN2C(=O)S/C(=C/c3ccc(-c4cc(C(=O)O)ccc4C)o3)C2=O)cc1C,-5,1,-22,-9,36,1.5,23,10,39
CC(C)(C)C(=O)NC1(C(F)(F)F)N=C2SCCN2C1=O (stereo not drawn),x,-3,12,x,17,x,-14,x,x
O=C(c1cccs1)N(Cc1ccccn1)Cc1ccco1,-4,-1,1,-2,7,1,3,8,6
O=C1CC(c2ccccc2)CC(O)=C1C=NCCN1CCN(C(=O)Nc2ccccc2)CC1 (stereo not drawn),5,0,-10,0,7,1.3,7,20,-14
NCCCNC(=O)c1cc2ccccc2[nH]1,-2,x,x,-1,x,0.8,x,4,-7
